HSP90 refold inh – HSP90 refolding inhibition in rabbit reticulocyte lysate; luciferase refolding luminescence, 3 h; inhibition, % at 5.6 µM; 290,000 tested, 0.91% active;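 active = inhibition above the screen-wide mean plus 3 SD, computed separately per campaign, cut at about 16% in these data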;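 also: 0% = DMSO wells and 100% = 60 µM geldanamycin wells; inhibitors lower the luminescence because luciferase stays unfolded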
HSF-1 act – increases HSF-1 driven luciferase reporter signal; activation, % at 9 µM; NIH3T3-HGL HSF-1 luciferase reporter, MG132, 8 h; 100% = twice DMSO control signal; 300,000 tested, 1.7% active;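 active = mean replicate activation of at least 50% with a set share of replicates each reaching 50%; inconclusive = only one of those two conditions met; inactive = mean below 50% and too few replicates reaching it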;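 also: 0% = median of the neutral control wells and 100% = twice that signal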
KLF5 inhibitor – kruppel-like factor 5 inhibition; DLD-1 KLF5 promoter-luciferase reporter, luminescence; inhibition, % at 5 µM; 290,000 tested, 0.23% active;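 active = inhibition above a per-plate limit of that plate's mean compound inhibition plus 3 SD, cut at about 60% in these data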;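 also: 0% = DMSO wells and 100% = LY294002 at 200 µM; higher means less KLF5 promoter-driven luciferase light; inactives centre near -14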
IEC-6 cytotox – counter-screen for KLF5 inhibitors: cytotoxicity in IEC-6 cells; IEC-6 cytotoxicity, luminescence viability; inhibition, % at 5 µM; 290,000 tested, 0.78% active; in the data active = inhibition above about 22%;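 also: 0% = plate median of test compound wells and 100% = cytotoxic reference compound wells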
PolyA inh – blocks polyadenylation in yeast reporter cells; S. cerevisiae SKY197-pL101 polyadenylation reporter, beta-gal luminescence; efflux-impaired pdr1/pdr3 knockout yeast; score 100 = 6 SD above DMSO; 300,000 tested, 0.02% active; calls only at 12 µM;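 active = lowest replicate activity score at least 50, where 100 means six control SD above control mean; inconclusive = lowest score under 50 but half or more replicates reach 50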;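 also: yeast exposed to compound for 9 h at 30 °C; higher score means more reporter readthrough which indicates perturbed polyadenylation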
GSK3beta inhib – inhibitors of human GSK3beta kinase; P49841; GST-GSK3beta kinase, ADP-Glo luminescence, 60 min; active compounds read low; activity score (negative = inhibition), % at 10 µM; 300,000 tested, 0.038% active; AID 2097;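 active = more than half of replicate wells score below -50%, meaning over 50% inhibition versus plate controls; inconclusive = some replicates but at most half score below -50%; inactive = no replicate scores below -50%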;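 also: 0% = median DMSO wells and -100% = median GW8510 positive control wells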
Target sequence (P49841 whole entry, looked up): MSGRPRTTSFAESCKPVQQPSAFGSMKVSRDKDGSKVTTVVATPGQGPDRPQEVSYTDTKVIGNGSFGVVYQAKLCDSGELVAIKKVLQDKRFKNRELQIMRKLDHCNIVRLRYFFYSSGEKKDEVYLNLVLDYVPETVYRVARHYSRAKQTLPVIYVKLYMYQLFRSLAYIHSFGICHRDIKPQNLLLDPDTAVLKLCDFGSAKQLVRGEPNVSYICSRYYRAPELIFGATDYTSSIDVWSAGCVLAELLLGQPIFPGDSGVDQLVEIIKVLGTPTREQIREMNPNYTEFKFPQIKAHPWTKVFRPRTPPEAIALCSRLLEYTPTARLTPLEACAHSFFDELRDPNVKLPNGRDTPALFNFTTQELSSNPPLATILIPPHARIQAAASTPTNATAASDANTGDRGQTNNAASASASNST
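Test system – GST-tagged human GSK3beta kinase, cell-free · Incubation – 60 min enzyme reaction, room temperature · Signal – ADP-Glo luminescence · Also added – peptide substrate and ATP at 25 µM · Controls – DMSO neutral wells and GW8510 at 20 µM as positive · Buffer or medium – Tris/MgCl2 kinase buffer · Measure – Luminescence-derived activity versus plate DMSO and GW8510 wells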
HSF1 inhib – HSF1 inhibition. 300,000 tested, 0.77% active. activity change, negative = inhibition, % at 7.5 µM (by protocol). NIH3T3-HGL HSE-luciferase, MG132-induced, luminescence 8 h; active compounds read low;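 active = more than half of replicate wells show activity change below -50%, luminescence cut by over half; inconclusive = some wells, but at most half, below -50%; inactive = no replicate well below -50%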;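 also: luciferase reports HSF-1 transcriptional activity via heat shock element; 0% = median of DMSO wells and -100% = zero luminescence signal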
GSK3A inh – human GSK-3 alpha kinase inhibition; P49840; 320,000 tested, 0.1% active; inhibition, % at 10 µM; ADP-Glo luminescence, 60 min;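 in the data active = inhibition above about 50%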;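 also: GST-tagged GSK-3 alpha with peptide substrate and 25 µM ATP; 0% = DMSO neutral wells and 100% = GW8510 positive control wells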
Target sequence (P49840 whole entry, looked up): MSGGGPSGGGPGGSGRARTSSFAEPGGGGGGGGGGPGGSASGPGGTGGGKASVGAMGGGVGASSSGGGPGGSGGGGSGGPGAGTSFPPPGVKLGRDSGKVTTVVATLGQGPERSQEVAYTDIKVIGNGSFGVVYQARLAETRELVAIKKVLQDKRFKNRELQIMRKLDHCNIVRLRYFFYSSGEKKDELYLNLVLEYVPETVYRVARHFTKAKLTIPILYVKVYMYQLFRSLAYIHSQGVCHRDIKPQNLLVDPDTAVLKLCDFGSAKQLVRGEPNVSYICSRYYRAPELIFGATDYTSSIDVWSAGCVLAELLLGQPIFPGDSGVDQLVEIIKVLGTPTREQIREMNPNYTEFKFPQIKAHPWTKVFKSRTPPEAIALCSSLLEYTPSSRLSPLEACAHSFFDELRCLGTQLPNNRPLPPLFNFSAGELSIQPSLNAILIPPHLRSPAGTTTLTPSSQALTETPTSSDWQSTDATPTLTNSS
AI-2 QS mod – modulates the Vibrio harveyi AI-2 quorum sensing system; Vibrio harveyi JMH597 AI-2 luminescence/OD600 ratio, 9 h; active compounds read low; strain lacks LuxN and CqsS sensors; 0 = neutral-control median; activity change, % at 7.5 µM; 300,000 tested, 0.4% active; in the data active = activity change below about -75%, passing the limit was not always enough; inconclusive = no clear call, values can overlap the other calls;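 also: luminescence divided by OD600 gain over 9 h not by final OD600 alone; inactives centre near 13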
aSyn UTR inh – MLPCN primary screen, SNCA 5' untranslated region; alpha-synuclein 5'UTR reporter, inhibitor activity; inhibition, % (tested at 7.5 µM); 300,000 tested, 0.82% active; in the data active = inhibition above about 60%; inconclusive = no clear call, values can overlap the other calls;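 also: H4 neuroglioblastoma cells stably carrying SNCA 5'UTR luciferase fusion; 0% = DMSO wells and 100% = positive control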
* hit, by the source's call; i = inactive; ? = inconclusive; / = not tested or not shown. Only part of the results is shown; count on the stated rates, not on these rows.

Order of results – HSP90 refold inh | HSF-1 act | KLF5 inhibitor | IEC-6 cytotox | PolyA inh | GSK3beta inhib | HSF1 inhib | GSK3A inh | AI-2 QS mod | aSyn UTR inh
1) CCc1ccc2oc(=O)cc(CN3CCC(C)CC3)c2c1
  0 | 0 | 8 | 1 | i | 2 | -6 | 1 | 12 | 30
2) O=C(c1ccccc1)c1ccc(Sc2ccc([N+](=O)[O-])cc2)cc1
  5 | 3 | -4 | -3 | i | 0 | 3 | 0 | 16 | -7
3) CN(C)CCn1cnc2c1c(=O)n(C)c(=O)n2C
  -3 | -12 | -12 | -10 | i | 0 | -3 | -1 | 14 | -4
4) CCOC(=O)CNc1nc(Cl)nc(Nc2ccc(OC)cc2OC)n1
  -1 | -16 | 1 | 6 | i | -3 | -2 | 0 | 10 | 18
5) CCNC(=S)NCCN1CCOCC1
  -2 | -2 | -10 | 3 | i | -1 | 2 | 1 | 9 | -15
6) CSc1ncc(Cl)c(C(=O)Nc2ccc(S(=O)(=O)Nc3nccc(C)n3)cc2)n1
  3 | 7 | -27 | 2 | i | -2 | -2 | 0 | 16 | -1
7) Cc1cccc(-n2cnc(C(=O)N/N=C\c3ccc(Br)cc3)c2)n1
  -2 | -11 | -37 | 2 | i | 0 | -8 | / | 18 | -20
8) Nc1nonc1C(=O)N/N=C/c1cccc([N+](=O)[O-])c1
  -3 | 5 | -11 | 6 | i | -2 | 1 | 0 | 27 | -24
9) CC1CC(C)CN(C(=O)CSc2nnc(-c3ccco3)o2)C1 (stereo unspecified)
  6 | -21 | -18 | 3 | i | -8 | 0 | -1 | -3 | 14
10) O=C(CSc1ccccn1)Nc1ccc(F)c([N+](=O)[O-])c1
  0 | 13 | -15 | 8 | i | 3 | 3 | -4 | 34 | -1
11) Fc1ccc(NC(=S)NCc2ccccn2)cc1
  -3 | 13 | -31 | 2 | i | -4 | 7 | 1 | 6 | -4
12) Cc1ccc(C(=O)Cn2cnc3ccccc3c2=O)cc1C
  -2 | 41 | -106 | -5 | i | 1 | 22 | 8 | -40 | -155
13) CCCCCn1c(SCC(=O)OCC)nc2cc(C(=O)N3CCC(C(N)=O)CC3)ccc2c1=O
  0 | 9 | -15 | -2 | / | 3 | 14 | -1 | 18 | 27
14) Cc1ccccc1OCC(O)Cn1c2ccccc2c2ccccc21 (stereo unspecified)
  -1 | 23 | 1 | 5 | i | 0 | 1 | 0 | 27 | 20
15) Cc1cc(C)cc(NC(=O)CSc2cc(C(=O)c3nccn3C)c3ccccc3n2)c1
  -3 | -9 | -29 | -4 | i | 2 | -3 | -1 | 48 | 29
16) O=C(O)CSc1c2ccccc2cc2ccccc12
  3 | -17 | -17 | 3 | i | -6 | -12 | 4 | 3 | -14
17) CN(C(=O)COC(=O)c1ccc2c(c1)NC(=O)CS2)C1CCS(=O)(=O)C1 (stereo unspecified)
  2 | 12 | -44 | -8 | i | 1 | 5 | -2 | 26 | -2
18) O=C(c1ccc(S(=O)(=O)Cc2ccccc2F)c([N+](=O)[O-])c1)N1CCCCCC1
  -3 | -3 | -73 | -16 | i | 4 | 6 | -2 | 12 | -24
19) Cc1ccc(C(=O)N(C)CC(=O)Nc2ccc(N3CCOCC3)cc2)s1
  / | 19 | / | / | i | 2 | 3 | 14 | 39 | -25
20) OCCOCCOc1ccccc1OCCOCCO
  0 | 16 | -28 | 0 | i | -6 | 2 | / | 4 | 3
21) COc1ccc(Br)cc1CNC(C)c1ccccc1 (stereo unspecified)
  1 | 5 | -16 | 11 | i | 0 | 1 | 2 | 3 | 0
22) O=C(CCc1ccccc1)NC(=S)Nc1cccc(Br)c1
  -3 | 18 | -26 | 1 | i | -1 | 9 | -2 | -61 | -6
23) CC1CCN(C(=O)CSc2nc(N)c(NC(=O)c3ccccc3)c(=O)[nH]2)CC1
  2 | 39 | 6 | -3 | i | -1 | 14 | 1 | -8 | -10
24) COc1ccc(NC(=O)C2C(c3ccccc3)C2(Cl)Cl)cc1 (stereo unspecified)
  1 | 1 | -30 | 4 | i | -3 | -3 | 0 | 6 | 7
25) Cc1cc(NCCN2CCOCC2)c2ccc3ccccc3c2n1
  -4 | 2 | -11 | 9 | i | -5 | 1 | -2 | -3 | -132
26) O=C(CC(=O)c1cccc([N+](=O)[O-])c1)Nc1ccccc1Cl
  1 | 2 | -2 | 6 | i | 2 | 2 | -2 | 16 | -34
27) Cc1sc2nc(C3CCCCC3)nc(SCC(=O)N3CC(=O)Nc4ccccc43)c2c1C
  0 | 3 | -42 | -4 | i | -4 | -2 | 0 | 6 | -16
28) CCOCCSc1n[nH]c(=O)n1CCc1ccccc1
  -2 | 10 | -60 | -6 | i | 1 | 6 | 12 | 15 | 1
29) Clc1ccc(CSc2ncnc3nc[nH]c23)cc1
  0 | 5 | -7 | -3 | i | -1 | 2 | / | 26 | -12
30) COc1ccc(/C=N/N2CCN(C3c4ccccc4-c4ccccc43)CC2)cc1O
  2 | ? | -22 | 0 | i | 0 | 26 | 2 | 33 | -15

A different layout for part of the listing above.
cpd | Compound | HSP90 refold inh | HSF-1 act | KLF5 inhibitor | IEC-6 cytotox | PolyA inh | GSK3beta inhib | HSF1 inhib | GSK3A inh | AI-2 QS mod | aSyn UTR inh
3 | CN(C)CCn1cnc2c1c(=O)n(C)c(=O)n2C | -3 | -12 | -12 | -10 | i | 0 | -3 | -1 | 14 | -4
4 | CCOC(=O)CNc1nc(Cl)nc(Nc2ccc(OC)cc2OC)n1 | -1 | -16 | 1 | 6 | i | -3 | -2 | 0 | 10 | 18
5 | CCNC(=S)NCCN1CCOCC1 | -2 | -2 | -10 | 3 | i | -1 | 2 | 1 | 9 | -15
6 | CSc1ncc(Cl)c(C(=O)Nc2ccc(S(=O)(=O)Nc3nccc(C)n3)cc2)n1 | 3 | 7 | -27 | 2 | i | -2 | -2 | 0 | 16 | -1
7 | Cc1cccc(-n2cnc(C(=O)N/N=C\c3ccc(Br)cc3)c2)n1 | -2 | -11 | -37 | 2 | i | 0 | -8 | / | 18 | -20

More compounds
Order of results – HSP90 refold inh | HSF-1 act | KLF5 inhibitor | IEC-6 cytotox | PolyA inh | GSK3beta inhib | HSF1 inhib | GSK3A inh | AI-2 QS mod | aSyn UTR inh
31) CCCc1cc(=O)oc2c3c(c4c(c12)OC(C)(C)C=C4)OC(C)C(C)C3O (stereo unspecified)
  1 | 3 | 0 | 1 | i | -4 | 5 | 0 | -2 | 7
32) O=C(Oc1ccccc1Cl)c1ccc(-n2cncn2)nc1
  0 | -92 | -8 | -9 | i | 1 | -89* | -3 | 15 | 16
33) COc1ccc(-c2noc(CCC(=O)Nc3ccc(C)c(C)c3)n2)cc1
  -2 | -55 | -25 | -1 | i | 1 | -43 | 3 | 34 | -13
34) COC(=O)CCCNC(=O)c1ccc2nc(Cc3ccc(OC)cc3)oc2c1
  -5 | 13 | -8 | -5 | i | -1 | 8 | 0 | 8 | -21
35) Cc1noc(/C=C/N(C)C)c1S(=O)(=O)NC1CCCCC1
  3 | 8 | -4 | -3 | i | 2 | 0 | -2 | 8 | -22
36) O=C(Cc1ccc(Br)cc1)Nc1ccc(S(=O)(=O)NCC2CCCO2)cc1 (stereo unspecified)
  2 | 5 | -18 | -14 | i | -3 | 6 | -1 | -96* | -4
37) Cc1cc(C)c(NC(=O)COC(=O)CCc2ccc(S(=O)(=O)N3CCCCC3)cc2)c(C)c1
  4 | 3 | -15 | -4 | i | 2 | -3 | -1 | 20 | 7
38) CCOC(=O)Cc1csc(NC(=O)Cn2c(=O)oc3ccccc32)n1
  3 | -3 | -16 | 2 | i | 0 | 0 | 2 | 25 | 1
39) CN(CC(=O)NCCc1ccc(S(N)(=O)=O)cc1)Cc1ccc(Cl)cc1Cl
  -7 | 2 | -11 | -7 | i | -1 | 3 | -2 | 20 | 11
40) Cc1cccc2c1cnn2C(=O)CCC(=O)N1CC(C)CC(C)C1 (stereo unspecified)
  1 | 6 | -8 | -6 | i | 0 | 3 | 6 | -9 | -34
41) COCCn1c(N)c(N(Cc2ccccc2)C(=O)Cc2ccccc2F)c(=O)[nH]c1=O
  -5 | / | -4 | 3 | / | -1 | / | 3 | 5 | /
42) CCOC(=O)C1CCCN(Cc2nc(Cc3cccc(F)c3)no2)C1 (stereo unspecified)
  -2 | -14 | -8 | 0 | i | 1 | -4 | 5 | 12 | -7
43) Cn1cc(CCNC(=O)CC2C(=O)NCCN2Cc2cccc(Oc3ccccc3)c2)cn1 (stereo unspecified)
  6 | -77 | -6 | -12 | i | 6 | -69* | 0 | 7 | 16
44) COc1ccc(N2CC(C(=O)Nc3c4c(nn3-c3ccccc3)CS(=O)(=O)C4)CC2=O)cc1 (stereo unspecified)
  -3 | 9 | -10 | -5 | i | 4 | 1 | 1 | 37 | 8
45) Cc1ccc(-c2noc(C3CCCN(S(=O)(=O)c4ccc5ccccc5c4)C3)n2)o1 (stereo unspecified)
  1 | 7 | -26 | -8 | i | 2 | 1 | 0 | 28 | -11
46) Cc1cc(NC(=O)c2cc([N+](=O)[O-])ccc2Cl)no1
  1 | -11 | -22 | -1 | i | 0 | -9 | -1 | 1 | -43
47) Cc1ccc(NS(=O)(=O)c2ccc(C(C)(C)C)cc2)cn1
  0 | -5 | -7 | -1 | i | -1 | -5 | -2 | 47 | -4
48) Cc1c(NC(=O)C(C)OC(=O)c2cccc(S(=O)(=O)N(C)C)c2)c(=O)n(-c2ccccc2)n1C (stereo unspecified)
  2 | -7 | -11 | 0 | i | 1 | 2 | 1 | 12 | 16

Compound profiles, from the list above. Order of values: HSP90 refold inh	HSF-1 act	KLF5 inhibitor	IEC-6 cytotox	PolyA inh	GSK3beta inhib	HSF1 inhib	GSK3A inh	AI-2 QS mod	aSyn UTR inh
COc1ccc(N2CC(C(=O)Nc3c4c(nn3-c3ccccc3)CS(=O)(=O)C4)CC2=O)cc1 (stereo unspecified) reads -3	9	-10	-5	i	4	1	1	37	8
O=C(Oc1ccccc1Cl)c1ccc(-n2cncn2)nc1 reads 0	-92	-8	-9	i	1	-89*	-3	15	16
Cc1noc(/C=C/N(C)C)c1S(=O)(=O)NC1CCCCC1 reads 3	8	-4	-3	i	2	0	-2	8	-22
Cc1ccc(-c2noc(C3CCCN(S(=O)(=O)c4ccc5ccccc5c4)C3)n2)o1 (stereo unspecified) reads 1	7	-26	-8	i	2	1	0	28	-11
COC(=O)CCCNC(=O)c1ccc2nc(Cc3ccc(OC)cc3)oc2c1 reads -5	13	-8	-5	i	-1	8	0	8	-21
